ARNT TACC3 PPI: disruptors of ARNT/TACC3 protein interaction, primary screen, biochemical, AlphaScreen, single concentration; AID 623870, 2012; inhibition, % at 9.99 µM; Transforming acidic coiled-coil-containing protein 3 (Homo sapiens), Q9Y6A5; AlphaScreen His-ARNT PAS-B/GST-TACC3 binding, luminescence; TACC3 fragment carries E629A point mutation; hit rate 0.66% among 390,000;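 active = mean inhibition of replicates at least 50% and at least half of replicates each reaching 50%; inconclusive = half or more replicates reach 50% but mean below 50%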;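 also: 0% = complete ARNT plus TACC3 wells and 100% = ARNT alone without TACC3; many hits fall short of the cut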
CASP6 VEID inh: human caspase-6 inhibitors, primary screen, biochemical, VEID-R110 fluorescence, single point, set 2; purified caspase-6, Z-VEID-R110 cleavage fluorescence; inhibition, % at 12.5 µM; hit rate 0.53% among 350,000;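 active = mean inhibition across replicates at least about 35%, with every replicate also reaching that limit, limit read from the data; inconclusive = only one of the two criteria met; inactive = neither criterion met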;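 also: 0% = median of neutral control wells and 100% = no fluorescence left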
Target sequence (P55212 24-179 limits assumed): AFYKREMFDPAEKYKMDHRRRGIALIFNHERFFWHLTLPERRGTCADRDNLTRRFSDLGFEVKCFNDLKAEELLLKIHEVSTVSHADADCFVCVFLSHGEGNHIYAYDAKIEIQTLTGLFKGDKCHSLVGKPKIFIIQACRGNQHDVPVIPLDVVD
Target sequence (P55212 194-293 limits assumed): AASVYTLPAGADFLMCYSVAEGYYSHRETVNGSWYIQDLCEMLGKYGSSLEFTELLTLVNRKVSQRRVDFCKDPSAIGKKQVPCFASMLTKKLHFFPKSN
LGR2 antag: inhibitors of bursicon-induced LGR2 CRE-luciferase signal, primary screen, cell-based, HEK293, CRE-luciferase reporter, bursicon stimulation; AID 720647, 2013; Drosophila bursicon receptor LGR2 (rickets); hit rate 0.35% among 380,000; inhibition, % at 9.99 µM; bursicon-stimulated, 4 h;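 active = drop in luminescence signal, shown as inhibition above about 50% in the replicate tests, limit read from the data, passing the limit was not always enough; inconclusive = probably only some replicates passing the limit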;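 also: agonist challenge used bursicon conditioned medium at about half maximal strength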
DENV2 CPE: inhibitors of DENV2 cytopathic effect, primary screen, cell-based, plate reader, single concentration. DENV2-infected cells, cytopathic effect rescue. CPE inhibition, % at 9.99 µM. hit rate 1.7% among 350,000. AID 651640, 2012; in the data active = CPE inhibition above about 20%, passing the limit was not always enough; inconclusive = no clear call, values can overlap the other calls; tested in BHK-21 cells;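 also: 0% = median of neutral control wells and 100% = median of positive control wells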
SIRT5 inh: SIRT5 desuccinylase inhibitors, primary screen, biochemical, fluorescence imaging, single point, set 5 | inhibition, % at 15 µM | NAD-dependent protein deacylase sirtuin-5, mitochondrial (Homo sapiens), Q9NXA8 | Purified SirT5, succinyl-peptide AMC, trypsin-coupled fluorescence | hit rate 1.1% among 330,000; in the data active = inhibition above about 15%; inconclusive = no clear call, values can overlap the other calls
Target sequence (Q9NXA8 whole entry, looked up): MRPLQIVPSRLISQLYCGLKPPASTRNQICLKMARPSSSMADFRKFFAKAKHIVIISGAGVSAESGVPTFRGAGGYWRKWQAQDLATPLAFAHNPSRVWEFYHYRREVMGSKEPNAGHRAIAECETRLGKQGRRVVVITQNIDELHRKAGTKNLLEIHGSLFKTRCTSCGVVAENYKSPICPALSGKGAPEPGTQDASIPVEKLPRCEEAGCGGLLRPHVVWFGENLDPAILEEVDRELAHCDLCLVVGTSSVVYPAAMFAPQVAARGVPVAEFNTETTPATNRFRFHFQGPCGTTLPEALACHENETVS
PAX8 inh HTS: inhibitors of PAX8-driven TPO luciferase reporter, primary screen, RMG-I cells, single concentration; SteadyGlo, 24 h; inhibition, % at 12.6 µM; hit rate 1.2% among 360,000;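 active = mean replicate inhibition at least 60% with every replicate also reaching 60%; inconclusive = only one of the two criteria is met; inactive = mean below 60% and not all replicates reaching 60%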;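 also: luciferase light reporting Pax8 driven TPO promoter activity; plate controls were median of neutral control wells for no effect and mitoxantrone controls for full effect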
EWS-Fli inh: EWS/Fli-driven NR0B1 reporter inhibitors, primary screen, A673 cells, NR0B1 luciferase, luminescence, MLPCN library | viability-normalised | inhibition, % at 12.6 µM | hit rate 0.67% among 350,000 | AID 651661, 2012;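 active = mean inhibition of at least 50% after viability correction, with every replicate also passing that limit; inconclusive = mean reaches 50% but only one of two replicates passes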;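 also: firefly luciferase signal divided by Alamar Blue viability fluorescence both relative to DMSO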
* = called active by the depositor; ? = inconclusive; · = not tested or not shown; & = joins results of further samples.

SMILES	ARNT TACC3 PPI	CASP6 VEID inh	LGR2 antag	DENV2 CPE	SIRT5 inh	PAX8 inh HTS	EWS-Fli inh
O=C(C1CCC1)N1CC[C@@H]2[C@H](CO)Nc3ccc(C#Cc4ccc(F)cc4)cc3[C@@H]21	·	2	4	-6	3	·	·
COc1ccc(CCn2c(SCCN3CCCCC3)nc3ccccc3c2=O)cc1OC	13	-2	13	0	-1	-2	2
Cc1ccccc1-c1cnc(C(O)c2ccc(F)c(F)c2)[nH]1 (configuration not stated)	·	2	-3	-7	-1	-12	-28
CCNC(=S)N1CCCCC1CO (configuration not stated)	-2	47*	-19	-1	-6	-2	-3
CC(C)NC(=O)N(C)C[C@H]1OCCCC[C@@H](C)Oc2ccc(NS(C)(=O)=O)cc2C(=O)N([C@@H](C)CO)C[C@@H]1C	-5	0	16	-4	-1	-5	-7
CC(C)CC#Cc1ccc2c(c1)O[C@@H](CN(C)C(=O)NC(C)C)[C@@H](C)CN([C@H](C)CO)S2(=O)=O	0	-1	-17	2	3	·	-6
CC(C)(CNC(=O)c1sc2cc(F)ccc2c1Cl)N1CCOCC1	-1	0	-16	·	8	-15	-20
O=C(NC(=S)Nn1cnc2c(cnn2-c2ccccc2)c1=O)c1ccc(Oc2ccccc2)cc1	-14	·	17	·	·	-6	·
O=C(NC(=S)N1CCc2ccccc21)c1ccccc1Br	·	·	-22	·	·	-3	-4
Cc1cc(Nc2ccc(F)c(F)c2)nc(-c2ccccc2O)n1	-3	-2	-6	2	-8	-10	10
O=c1[nH]c(/C=C\c2ccc(O)c(Cl)c2)nc(O)c1[N+](=O)[O-]	1	32	9	-2	7	7	-10
CC(C)NC(=O)Nc1ccc2c(c1)C(=O)N([C@@H](C)CO)C[C@@H](C)[C@@H](CN(C)C(=O)NC(C)C)O2	18	3	0	0	3	-14	-3
CCCCn1c(N)c(N(CC(C)C)C(=O)c2cc3ccccc3cc2OC)c(=O)[nH]c1=O	-9	5	-40	9	2	15	-8
NC1=NN=C(N2N=C(c3ccco3)CC2(O)C(F)(F)F)n2ncnc2C1 (configuration not stated)	73*	3	-23	·	-5	-15	-7
COc1ccc(/C=N/NC(C)(C)C)c(OC)c1	-6	6	13	7	-2	17	5
CCC(=O)N1[C@H](CN(C)C(=O)c2cccc(F)c2)[C@@H](c2ccccc2)[C@@H]1CO	-1	·	1	1	·	-25	4
CO[C@@H]1CN(C)C(=O)c2cc(NC(C)=O)ccc2OC[C@@H](C)N(C(=O)c2cnccn2)C[C@H]1C	6	·	-3	3	-6	-3	-1
O=C(Nc1cccc(Cl)c1N1CCOCC1)c1ccc([N+](=O)[O-])o1	-6	-4	9	5	-2	38	14
Cc1cc(C(=O)NNC(=O)C(C)(C)Oc2ccc(Cl)cc2)c(C)o1	-3	3	-4	-11	-1	0	8
Cc1noc(C)c1NC(=O)N(C)C[C@@H]1Oc2ccc(NC(=O)Cc3cn(C)c4ccccc34)cc2CC(=O)N([C@H](C)CO)C[C@@H]1C	-2	-1	23&0	-6	-4	-1	5
Cc1ccc(S(=O)(=O)N[C@H]2CC[C@H](CCn3cc(C4CC4)nn3)O[C@H]2CO)cc1	5	1	7	-3	0	-14	0
CCOc1ccc(Br)cc1S(=O)(=O)NCc1ccc(S(N)(=O)=O)cc1	-4	2	-4	·	-2	8	3
COc1cccc(-c2n[nH]c(=S)n2Cc2ccco2)c1	-3	3	4	-4	3	0	2
O=C1C=C(N2CCOCC2)C2(CCCCC2)O1	-16	0	1	-3	-3	8	3

Arranged by SMILES length (high to low): three of the compounds above.
SMILES	ARNT TACC3 PPI	CASP6 VEID inh	LGR2 antag	DENV2 CPE	SIRT5 inh	PAX8 inh HTS	EWS-Fli inh
CO[C@@H]1CN(C)C(=O)c2cc(NC(C)=O)ccc2OC[C@@H](C)N(C(=O)c2cnccn2)C[C@H]1C	6	·	-3	3	-6	-3	-1
CCC(=O)N1[C@H](CN(C)C(=O)c2cccc(F)c2)[C@@H](c2ccccc2)[C@@H]1CO	-1	·	1	1	·	-25	4
CC(C)(CNC(=O)c1sc2cc(F)ccc2c1Cl)N1CCOCC1	-1	0	-16	·	8	-15	-20

Carrying on.
SMILES	ARNT TACC3 PPI	CASP6 VEID inh	LGR2 antag	DENV2 CPE	SIRT5 inh	PAX8 inh HTS	EWS-Fli inh
COC(=O)[C@]12C[C@H](CC(=O)N3CCC(c4ccccc4)CC3)C(=O)N(Cc3ccccc3)C1=C[C@H](C1CCCC1)O[C@@H]2C	·	1	10	45*	·	13	1
S=c1ccc2ccccc2[nH]1	3	-1	23	10	2	-1	-9
Cc1cc(C(=O)CN2C(=O)C(=O)N(CCC3=CCCCC3)C2=O)c(C)n1C	0	4	2	-7	1	3	1
Cc1ccc(NC(=O)c2ccncc2)cc1[N+](=O)[O-]	-1	·	-14	·	·	2	·
NS(=O)(=O)c1ccc(NC(=O)/C=C/c2ccc(S(=O)(=O)NCc3ccco3)cc2)cc1	24	5	0	1	0	1	·
Cc1ccc2cc3c(N)[nH]nc3nc2c1	0	0	4	-5	-7	22	1
CC(C)CC(=O)Nc1ccc(C(=O)Cn2c(=O)oc3ccccc32)cc1	·	4	-27	7	-3	-16	7
COc1ccc(CNC(=O)CN(Cc2ccccc2)C(=O)CCC(=O)Nc2nccs2)cc1	-2	3	0	13	-1	13	7
O=C(C[C@@H]1CC[C@H]2[C@@H](COC[C@@H](O)CN2C(=O)C2CC2)O1)NCc1ccccc1Cl	-21	4	23	-8	0	-5	-2
Cc1ccc(S(=O)(=O)N(CCc2ccccc2)c2ccc3c(c2)C2CC3CCN2C(=O)OCc2ccccc2)cc1 (configuration not stated)	·	3	14	-4	-3	5	17
CC1(C)C2CCC1(C)C(Nc1ccccc1)C2 (configuration not stated)	2	1	-7	5	-1	19	5
Fc1ccccc1C1CCN(Cc2nc(CC3CC3)no2)C1 (configuration not stated)	2	2	-63	4	2	-103	-67
COc1ccc(CCNC(=O)C(=O)NCc2ccccn2)cc1	-7	·	4	12	11	0	-3
O=C(NCCCN1CCOCC1)[C@@H]1[C@@H](CO)[C@@H]2Cn3c(cccc3=O)[C@H]1N2C(=O)NC1CCCC1	0	2	-2	3	0	·	3
COC(=O)CNC(=O)COC(=O)c1ccc(OC)c([N+](=O)[O-])c1	-4	-1	0	?	0	-3	8
C[C@@H]1CN([C@H](C)CO)C(=O)c2cccc(NS(=O)(=O)c3ccc(F)cc3)c2O[C@H]1CN(C)C(=O)Nc1ccccc1	-8	·	17	-4	-1	·	-8
CC(C)NC(=O)N(C)C[C@H]1Oc2ccc(NC(=O)Nc3ccc(C(F)(F)F)cc3)cc2CC(=O)N([C@@H](C)CO)C[C@H]1C	6	3	-1	-1	-1	52	63*
COc1ccc2cc(C#N)c(N3CCN(C(=O)c4ccccc4C)CC3)nc2c1	·	2	47	0	0	19	3
Cc1cc(C)nc(SCCCNCc2ccccc2)n1	-23	3	1	?	-2	-7	1
CC1(C(=O)NS(=O)(=O)c2cccc(F)c2)CCN1C(=O)c1ccccc1CCc1ccccc1 (configuration not stated)	·	-3	-10	-3	1	13	14
CNC(=O)c1cc(Oc2ccc(NC(=O)c3[nH]c(-c4ccccc4)c4c3C(=O)N(C)C4=O)cc2)ccn1	·	0	9	?	4	24	11
CC1C(=O)N2CCCc3cc(S(=O)(=O)N4CCC(C(N)=O)CC4)cc1c32 (configuration not stated)	15	4	1	-5	1	-12	-2
CO[C@H]1CN(C)C(=O)c2cc(NC(C)=O)ccc2OC[C@H](C)N(S(C)(=O)=O)C[C@H]1C	3	-7	0	2	0	-1	2
CCC(=O)N1CCN(c2ccc(Cl)cc2NC(=S)NC(=O)c2ccco2)CC1	-18	-3	1	-3	-3	23	·
NCCSC1CC(=O)N(c2ccc(F)cc2)C1=O (configuration not stated)	-4	-1	-3	0	-5	-5	4
COc1cccc(Nc2nc(C(N)COCc3ccccc3)cs2)n1 (configuration not stated)	·	0	-6	-9	-3	23	17
CN1C(=O)c2cc(NC(=O)c3ccc(C(F)(F)F)cc3)ccc2OC[C@@H]2O[C@@H](CC(=O)NCc3ccc4c(c3)OCO4)CC[C@@H]21	6	0	-1	-18	10	25	6
COc1cc2c(cc1OC)CN(C(=O)CSc1nnc3scc(-c4ccccc4)n13)CC2	-9	1	-11	5	·	-6	1
C/C(CC(=O)Nc1cc(C)ccn1)=N\NC(=O)c1ccc(C)cc1	1	1	-10	3	-5	-38	-42
COc1cccc(NC(=O)NCCN2CCCCC2)c1	-2	-5	6	1	3	1	9
O=C(c1cnccn1)N1CC(=O)N2[C@H](C1)[C@H](c1ccc(-c3ccc(F)cc3)cc1)[C@@H]2CO	·	1	-3	0	1	·	·
O=S1(=O)c2cccc3cccc(c23)N1Cc1nnc(-c2ccccc2Br)o1	·	0	·	·	-1	1	·
Cc1ccccc1N(CC(=O)NC(C)(C)C)C(=O)CS(=O)CC(=O)Nc1ccc2c(c1)OCO2 (configuration not stated)	-2	1	12	0	-1	14	-3
Cc1noc(C)c1S(=O)(=O)Nc1ccc2c(c1)C(=O)N([C@H](C)CO)C[C@@H](C)[C@@H](CN(C)Cc1ccc(Cl)c(Cl)c1)OCCCC[C@H](C)O2	-4	3	10	0	11	28	2
C[C@H](CO)N1C[C@H](C)[C@H](CN(C)S(=O)(=O)c2cn(C)cn2)Oc2ccc(NS(C)(=O)=O)cc2CC1=O	-3	·	2	-1	·	-25	-7
COc1cccc(CC(=O)Nc2ccc(S(=O)(=O)N3CCCCC3)cc2)c1	-2	-14	6	1	·	2	9
C[C@@H]1CN([C@@H](C)CO)C(=O)c2cccc(NC(=O)Nc3ccc(F)cc3)c2O[C@@H]1CN(C)C(=O)Nc1ccc(F)cc1	1	·	3	2	2	·	0
COc1cccc(SCc2noc(C(=O)NCC3CC3)c2C(=O)NCC2CC2)c1	-8	·	9	·	·	22	26
COCCCN1C(=O)N(c2ccccc2)C(=O)C1CC(=O)Nc1ccc(F)cc1 (configuration not stated)	-4	-6	5	9	-4	-2	7
C=CC[C@]12C[C@@H](OC)C(=O)C=C1O[C@@H](c1ccc(OC)c(OC)c1)[C@H]2C	-2	0	-3	-8	·	·	4
N#Cc1cccnc1Nc1cccc(Cl)c1	-3	-2	-30	-4	3	-45	-14
CC(C)=CCOc1ccc2c(C)c(CCC(=O)N3C[C@H]4C[C@@H](C3)c3cccc(=O)n3C4)c(=O)oc2c1C	·	3	3	17	·	·	-12
N#CCC(=O)N/N=C/c1cn(Cc2ccc(Cl)cc2Cl)c2ccccc12	5	-1	-4	3	-3	-8	13
COc1ccc(/C=C2/C(=O)N(c3ccccc3)N=C2C)cc1Br	-8	1	-8	-6	-2	15	16
O=C(c1ccc2ccccc2c1)N1CCOCC1	-5	1	-18	7	-5	·	-7
Cc1scc(C(=O)O)c1-c1c(C(=O)O)csc1C	-5	-1	·	2	·	15	6
O=C(NCC(=O)N1CCN(c2ccccc2O)CC1)c1ccc(Br)o1	-1	2	-20	0	1	-5	-5
CSc1ncccc1C(=O)Nc1ccccc1N1CCOCC1	-29	-1	·	-3	3	-9	3
CC(C)NC(=O)N(C)C[C@@H]1Oc2cc(C#CC3CC3)ccc2S(=O)(=O)N([C@@H](C)CO)C[C@H]1C	-4	3	7	3	-1	·	1
COc1ccccc1CN1CCc2c([nH]c3ccccc23)C1	6	-5	12	14	-1	4	23
CC(C)C(=O)NCCSc1c[nH]c2ccccc12	-3	-1	·	10	-1	6	16
Cc1c(Cl)c(=O)oc2cc(OC(C)C)ccc12	-6	-1	-7	-13	-15	20	-14
CC(C)C(NC(=O)OCc1ccccc1)C(=O)NCc1ccc(C(=O)O)cc1 (configuration not stated)	-10	·	-13	·	·	-19	·
COc1ccc(S(=O)(=O)N2CCCCCC2)cc1C(=O)NCc1cccs1	·	-1	1	-6	-2	-1	-1

This is a random part of the collection; overall some 4.9% were active at least once.
